# Screens: PubChem BioAssay, National Center for Advancing Translational Sciences (NCATS)
# Tb PGK inh – inhibitors of T. brucei phosphoglycerate kinase; Potency, µM (highest dose often 57.5 µM), for the others: at the highest dose activity change, negative = inhibition, hits mostly inhibitors; 380,000 tested, 0.043% active; AID 602233; PGK/GAPDH coupled, Kinase-Glo luminescence, 60 min; P07378; note: potency is the fitted concentration of half-maximal effect; % is set by controls: 0 for no effect and ±100 for the full control effect; nearly all actives have a fitted effect of over 60% in size
#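 Luminescent ATP detection (Kinase-Glo Plus) follows a 60-minute room-temperature incubation, with wells lacking PGK as controls. Buffer: 100 mM TEA (pH 7.6), 5 mM MgCl2, 0.01% Tween-20. Coupling enzyme GAPDH (100 nM final) supplies unstable 1,3-BPG in-well.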
# Pin1 inh – blocks the human prolyl isomerase Pin1. 390,000 tested, 0.009% active. AID 504891. Q13526. Potency, µM (titrated, usually from 115 µM), inactives show at the highest dose activity, negative = inhibition, hits mostly inhibitors. Pin1 FP peptide displacement, HiFluor488, 10 min; active = well fitted inhibition curve with a large enough effect in the polarisation, with a control signal flat, not every such curve was filed as active; inconclusive = small, poorly fitted or top-dose-only effect, or effect the other way, or a change in a side signal; inactive = no such curve, though single readings can be large or run the other way; the % refers to the polarisation; note: potency is the fitted concentration of half-maximal effect; % is set by controls: 0 for no effect and ±100 for the full control effect
# Target sequence (Q13526 whole entry, looked up): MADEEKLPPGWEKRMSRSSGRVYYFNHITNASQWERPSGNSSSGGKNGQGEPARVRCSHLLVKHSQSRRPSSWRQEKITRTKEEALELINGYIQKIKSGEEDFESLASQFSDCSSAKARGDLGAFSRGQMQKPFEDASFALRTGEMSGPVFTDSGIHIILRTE
# GLS inhibitor – glutaminase GLS (human) inhibition | O94925 | GLS enzymatic activity, qHTS titration | Potency, µM (series often up to 45.5 µM), inactives show at the top dose activity change, negative = inhibition, most hits filed as inhibitors | 410,000 tested, 0.21% active; note: potency is the fitted concentration of half-maximal effect; % is set by controls: 0 for no effect and ±100 for the full control effect
# Target sequence (O94925 whole entry, looked up): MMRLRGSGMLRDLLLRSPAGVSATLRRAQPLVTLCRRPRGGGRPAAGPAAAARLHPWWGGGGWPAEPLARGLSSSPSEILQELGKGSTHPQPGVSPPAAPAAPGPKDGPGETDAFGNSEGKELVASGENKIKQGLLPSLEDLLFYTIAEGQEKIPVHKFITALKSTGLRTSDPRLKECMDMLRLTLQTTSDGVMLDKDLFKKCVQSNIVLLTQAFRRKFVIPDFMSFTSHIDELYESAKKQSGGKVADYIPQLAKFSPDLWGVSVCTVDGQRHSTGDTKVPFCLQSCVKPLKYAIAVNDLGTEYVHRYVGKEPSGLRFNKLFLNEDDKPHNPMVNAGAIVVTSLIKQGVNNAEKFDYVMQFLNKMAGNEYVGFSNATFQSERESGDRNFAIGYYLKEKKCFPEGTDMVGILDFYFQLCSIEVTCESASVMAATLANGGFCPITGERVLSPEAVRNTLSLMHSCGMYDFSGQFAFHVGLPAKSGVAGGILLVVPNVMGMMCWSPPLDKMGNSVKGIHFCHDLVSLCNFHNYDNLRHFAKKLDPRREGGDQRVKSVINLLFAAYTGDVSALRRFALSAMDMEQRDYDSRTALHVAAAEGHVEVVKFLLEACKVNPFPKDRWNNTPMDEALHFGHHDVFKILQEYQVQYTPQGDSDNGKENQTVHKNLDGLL
#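 Read-out is an Amplex red fluorescence increase coupled through glutamate oxidase and HRP, measured before and after 30 min room-temperature incubation. hKGA is in 45 mM KH2PO4 (pH 8.2) with 0.02% Tween-20; glutamine added as 1mM solution.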
# JMJD2A Tudor inh – blocks the human JMJD2A Tudor domain; Potency, µM (top dose mostly 114 µM), for the others: at the highest dose activity change, negative = inhibition, actives largely listed as inhibitors; AID 504339; 390,000 tested, 4.4% active; O75164; AlphaScreen JMJD2A-Tudor / H3K4me3 peptide binding; note: potency is the fitted concentration of half-maximal effect; % is set by controls: 0 for no effect and ±100 for the full control effect; nearly all actives have a fitted effect of over 50% in size
# PI4K2A block – PI4K2A (human) kinase inhibition; Q9BTU6; purified PI4K2A, ADP-Glo luminescence, 1 h; active compounds read low; activity change, negative = inhibition, % at 76.9 µM; 420,000 tested, 0.13% active; AID 1346378; in the data active = activity change below about -50%; inconclusive = mostly about -30% to -49%;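 note: -100% = wells without enzyme as full effect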
#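 In this quantitative HTS, ADP production by PI4K2A was quantified luminescently after 1 h at ambient temperature; 100 microM adenosine served as plate-quality control.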
# G9a inh – blocks human histone lysine methyltransferase G9a | Q96KQ7 | 350,000 tested, 8.8% active | Potency, µM (series often up to 102 µM), for inactives: at the highest dose activity, negative = inhibition, actives largely listed as inhibitors | AID 504332 | G9a H3K9 monomethylation, AlphaScreen, 2 h; note: potency is the fitted concentration of half-maximal effect; % is set by controls: 0 for no effect and ±100 for the full control effect; nearly all actives have a fitted effect of over 75% in size
# Target sequence (Q96KQ7 913-1193 limits assumed): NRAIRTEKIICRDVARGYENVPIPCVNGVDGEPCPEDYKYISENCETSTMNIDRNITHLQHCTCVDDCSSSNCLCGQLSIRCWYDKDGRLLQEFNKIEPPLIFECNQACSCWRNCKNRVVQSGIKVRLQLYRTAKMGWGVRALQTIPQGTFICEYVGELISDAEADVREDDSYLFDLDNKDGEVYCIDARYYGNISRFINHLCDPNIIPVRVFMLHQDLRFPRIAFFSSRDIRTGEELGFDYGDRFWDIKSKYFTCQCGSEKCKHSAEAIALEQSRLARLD
#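 Chemiluminescent proximity detection of H3K9 monomethylation, read after 10 min bead incubation in the dark. Reaction: 20 nM G9a, 500 nM biotin-H3K9 peptide, 20 uM SAM cofactor, 2 h, room temperature, following 15 min enzyme-compound preincubation.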
# Pol eta inh – DNA polymerase eta (human) inhibition; Q9Y253; recombinant Pol eta, fluorescent DNA replication assay; Potency, µM (highest dose often 114 µM), for the others: at the top dose activity change, negative = inhibition, hits mostly inhibitors; 390,000 tested, 1.2% active; note: potency is the fitted concentration of half-maximal effect; % is set by controls: 0 for no effect and ±100 for the full control effect
#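 Fluorescent replication assay: 50 nM final substrate added after a 15 min room-temperature compound preincubation with 10 nM enzyme. Signal taken at 0 min and again at 10 min.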
# BAZ2B inh – BAZ2B (human) inhibition | Q9UIF8 | AlphaScreen BAZ2B-H3K14Ac peptide displacement | Potency, µM (doses to about 114 µM), for inactives: at the highest dose activity change, negative = inhibition, usual class: inhibitors | 360,000 tested, 4.4% active | AID 504333; note: potency is the fitted concentration of half-maximal effect; % is set by controls: 0 for no effect and ±100 for the full control effect; nearly all actives have a fitted effect of over 60% in size
#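 AlphaScreen displacement of biotin-H3(5-23)K14Ac peptide (50 nM final) from BAZ2B (50 nM final) in PBS pH 7.4, 0.01% Tween-20; complex preformed 30 min RT, then compounds (top 110 uM) 30 min RT, beads 20 min dark.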
# HP1b binding inh – inhibitors of HP1-beta chromodomain binding to methylated histone tails; Potency, µM (highest dose often 114 µM), without a hit: at the highest dose activity change, negative = inhibition, usual class: inhibitors; AlphaScreen HP1-beta / biotin-H3K9me3 peptide binding; 390,000 tested, 0.56% active; note: potency is the fitted concentration of half-maximal effect; nearly all actives have a fitted effect of over 70% in size; inactives centre near 23
#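 Compound inhibition of the preformed complex between 50 nM HP1-beta and 50 nM biotinylated H3K9me3 peptide was read by AlphaScreen. Buffer was PBS pH 7.4 with 0.01% Tween-20. Incubations ran 30 min at room temperature, with 10 ug/mL donor/acceptor beads.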
# An asterisk follows results filed as active; i = inactive; ? = inconclusive; · = not tested or not shown; [ ] = remark or other dose. Unless noted, calls come from the whole dose curve; as a rule, active = well fitted curve in the direction sought with a large enough effect; inconclusive = small, poorly fitted or top-dose-only effect, or another doubt; inactive = no such curve, though single readings can be large; an effect the other way counts as inactive or inconclusive.
SMILES,Tb PGK inh,Pin1 inh,GLS inhibitor,JMJD2A Tudor inh,PI4K2A block,G9a inh,Pol eta inh,BAZ2B inh,HP1b binding inh
Cc1ccc(S(=O)(=O)N2C[C@]3(O)C[C@@H]4C(=O)N(c5ccccc5)C(=O)[C@@H]4C[C@]3(OC(=O)NCc3ccco3)C2)cc1,-7%,·,-8%,·,5,·,-13%,·,·
O=C(NC(=O)c1c(Cl)cccc1Cl)Nc1ccc(Oc2cccnc2)nc1,-11%,-1%,0%,6%,-2,1%,-19%,-3%,10%
Cc1nnc(SCC(=O)NCC2CCCO2)n1-c1ccccc1 (centres undefined),2%,-1%,-1%,0%,3,-19%,-11%,4%,49%[activator]
COc1cccc(C(C(=O)NC(C)(C)C)N(C(=O)CCC(=O)Nc2cc(C)on2)c2ccc3c(c2)OCCO3)c1OC (centres undefined),5%,2%,-5%,0%,-1,10%,-23%,-1%,34%
CCCCCC1CCC(c2n[nH]c(=S)n2C)CC1 (centres undefined),1%,-1%,-1%,4%,-1,?,-26%,?,34%
COc1ccc(Nc2ccccc2NC(=O)c2ccccc2Br)cc1,4%,3%,10µM*,?,1,?,-8%,?,?
COC(=O)c1cc(S(=O)(=O)NCC2CCN(CCc3cccs3)CC2)c[nH]1,-1%,9%,4%,-22%,4,7%,-18%,-22%,19%
COc1ccc2[nH]c(=O)c(CN(CCO)S(=O)(=O)c3c(C)ccc4nsnc34)cc2c1,-2%,5%,6%,-31%,-2,15%[2.33 µM],0%,-2%,24%
COc1ccc(N)c2c1C(=O)c1ccccc1C2=O,-18%,?,-2%,45µM*,-10,25µM*,-20%,32µM*,45µM*
Cc1ccc(C(=O)Nc2nnc(CC(=O)N/N=C/c3ccc(O)c(O)c3)s2)cc1,?,?,15%,?,-16,-31%[2.33 µM],3.5µM*,79µM*,-24%
COc1ccc(-c2csc(N3CCN(c4cc5c(cc4Cl)nc(-c4ccncc4)n5CCOCCO)CC3)n2)cc1,-7%,?,7%,-23%,-10,28µM*,-7%,50µM*,21%
NC(=O)C1CCN(C(=O)c2ccc(Oc3cc(Cl)cc(Cl)c3)o2)CC1,0%,1%,0%,-28%,4,·,5%,-15%,36%
CCc1ccc2[nH]c(=O)c(CN(CCN(C)C)C(=S)NCc3ccco3)cc2c1,-1%,?,4%,-30%,0,·,-6%,-36%,-20%
O=C(Nc1ccccc1)N1CCCN(c2nccc(C(F)(F)F)n2)CC1,-3%,5%,-9%,-1%,2,22%,-21%,-1%,32%[activator]
COc1ccc(C2=NO[C@@H]3C(=O)N(C4CCCCC4)C(=O)[C@H]23)cc1OC,-6%,3%,-7%,-13%,3,8%[12.7 µM],?,-5%,32%[activator]
Cn1c(C(=O)NC2CC2)cc2c(=O)n(C)c3ccccc3c21,-6%,-10%,2%,-7%,8,-8%,-4%,16%,51%[activator]
COC1=CC(=O)c2c(ccc3ncnc(N)c23)C1=O,?,·,-2%,-3%,-58*,·,4.5µM*,·,28%
CC(C)Cn1c(SCC(=O)N2CCN(C(=O)c3ccco3)CC2)nc2ccccc2c1=O,i,-3%,-1%,-15%,-5,?,-9%,-14%,33%
O=C(Oc1ccc(N(Cc2cccs2)C2=NS(=O)(=O)c3ccccc32)cc1)c1ccccc1Cl,-8%,-4%,?,?,-20,-6%[59 µM],-16%,-1%,?
Cc1nnc2ccc(N3CCN(C(=O)c4ccccc4)CC3)nn12,-3%,-5%,-2%,-2%,-6,-11%,-14%,-2%,67%[activator]
O=C1C(=C2SCCCS2)CC/C1=C\c1ccc(F)cc1,-19%,-2%,0%,-23%,-7,21%,5%,-1%,21%
COc1ccc(NC(=O)c2cccc(N3C(=O)NC4CC3(C)Oc3ccccc34)c2)cc1 (centres undefined),2%,-8%,1%,-21%[57.1 µM],7,23%[59 µM],-3%,-2%,35%
CC(=O)NCC(=O)N(C)C(C(=O)Nc1ccc2c(c1)OCCO2)c1ccccc1 (centres undefined),-4%,-6%,0%,-21%,2,-7%[59 µM],-13%,1%,8%
Cc1[nH]c2ccccc2c1C1(O)C(=O)N(Cc2ccccc2)c2ccc(Br)cc21 (centres undefined),-8%,-4%,1%,?,-4,?,-24%,?,-15%
CCCCn1c(SCC(=O)N2c3ccccc3Sc3ccccc32)nc2c1c(=O)n(C)c(=O)n2C,-1%,15%,1%,-21%,8,-36%[59 µM],-16%,-11%,21%
SMILES,Tb PGK inh,Pin1 inh,GLS inhibitor,JMJD2A Tudor inh,PI4K2A block,G9a inh,Pol eta inh,BAZ2B inh,HP1b binding inh
CC1CCN(C(c2nnnn2CCc2ccccc2)C(C)C)CC1 (centres undefined),-9%,-4%,2%,9%,2,-5%[0.501 µM],-11%,-34%,67%[activator]
O=C(NCc1cccc(CNC(=O)Nc2cccc(O)c2)c1)Nc1cccc(O)c1,3%,-1%,?,-17%,2,3%[2.33 µM],-7%,-19%,4%
O=C(C[C@H]1C[C@H](C(=O)N2CCCCC2)[C@@]2(CCc3ccccc3)c3[nH]c4ccc(Cl)cc4c3CCN2C1=O)NCCc1ccccn1,6%,17%,-2%,-34%,-3,·,-30%,·,16%
CC(C)C(=O)N1CCN(c2ccc(NC(=S)NC(=O)c3cc4ccccc4o3)cc2)CC1,-9%,-5%,-6%,-7%,1,·,6%,-6%,2%
COCCCN(CCCN)Cc1ccco1,-4%,-2%,-2%,-9%,2,11%[59 µM],-19%,-9%,31%
O=C(c1cc(COc2c(F)cccc2F)on1)N1C[C@H]2CC[C@H]1C2,i,1%,0%,1%,-3,-4%[12.7 µM],-9%,5%,53%[activator]
N#CC(c1ccccn1)c1ncc(C(F)(F)F)cc1Cl (centres undefined),3%,8%,11%,-11%,-3,27%[12.7 µM],4%,-23%,32%
CC1(NC(=O)Nc2cccc(Br)c2)CCS(=O)(=O)C1 (centres undefined),-6%,-5%,0%,-6%,0,·,-23%,·,35%
Cc1ccn2c(=O)nc(SCC(=O)N3CCCc4ccccc43)nc2c1,-3%,3%,-16%,-10%,-4,-18%,?,?,8%
Cn1ccc(C(=O)NC(=S)N2CCSCC2)n1,4%,2%,21%,50µM*,3,13µM*,6%,-19%,?
COc1cc(C)c(Cc2cnc(N)nc2N)cc1OC,·,·,0%,·,-2,10%[12.7 µM],·,-12%,·
COc1ccc(C(=O)c2oc3ccc(OC)cc3c2NC(C)=O)cc1,i,0%,0%,18%,11,9%,-25%,7%,53%[activator]
COC(=O)c1ccc(C(=O)OC)c(NC(=O)COC(=O)C2CC2C)c1 (centres undefined),-9%,11%,-6%,-2%,-1,6%[12.7 µM],0%,6%,46%
O=C(N/N=C(/CC(=O)c1cccs1)C(F)(F)F)c1ccc(O)cc1,i,-3%,?,-32%,-4,-15%[59 µM],-19%,?,10%
COc1ccc2c3c([nH]c2c1)C1(NCC3)C(=O)Nc2ccccc21 (centres undefined),-5%,-12%,3%,-12%,5,37%[12.7 µM],-14%,-28%,15%
CCC(CC)NC(=O)CN(c1ccccc1OC)S(=O)(=O)c1cccs1,i,-2%,-8%,-7%,-1,·,-11%,-13%,32%
Cc1nn(C(C)C(=O)NC2CC2)c(=O)c2nn(-c3ccccc3)c(C)c12 (centres undefined),-4%,-1%,8%,-1%,4,·,3%,-6%,38%
CCCn1cc(S(=O)(=O)c2ccc(Cl)cc2)c(=O)c2cc(OC)ccc21,-3%,-5%,?,22µM*,1,2%,-21%,?,20%
COc1ccc(-c2n[nH]c(C)c2-c2ccc(OC)c(OC)c2)c(O)c1,1%,?,23%,?,12,?,-5%,-11%,-6%
CN(C)CCCN=C(NO)c1ccc(Cl)cc1Cl,-4%,-5%,25%,?,-4,?,-10%,-10%,22%
Cc1ccc(SCC(=O)NC2CCS(=O)(=O)C2)cc1 (centres undefined),-7%,-1%,0%,-7%,-5,1%,3%,-8%,24%
O=C(CSc1ccc(Br)cc1)NCC1(N2CCCCC2)CCCCC1,-5%,-7%,14%,-16%,-2,·,-9%,·,-3%
CCc1ccc(-c2ccc3nnc(SC)n3n2)cc1,-6%,-4%,1%,4%,0,50%,-21%,1%,22%[57 µM]
COc1ccccc1NC(=O)CSC1=Nc2ccccc2C2=NC(CCC(=O)NCCc3ccccc3)C(=O)N12 (centres undefined),-3%,12%,1%,-4%,3,-5%[59 µM],6%,0%,37%
O=C(NNC(=O)c1cc(C(F)(F)F)cc(C(F)(F)F)c1)c1ccc(Cl)cc1,i,-1%,0%,-9%,-4,-2%,2%,-1%,16%
Cc1ccc2ccc3ccc(C)nc3c2n1,i,-4%,2%,-24%,5,·,-4%,12%,29%
O=C(Cc1c(F)cccc1Cl)Nc1cccc(S(=O)(=O)NC2=NCCCCC2)c1,-8%,-2%,0%,-17%,-6,-18%[0.501 µM],-8%,-1%,19%
COC(=O)Cn1ncc(N2CC(C)OC(C)C2)c(Cl)c1=O (centres undefined),-1%,-3%,0%,12%,-23,23%,-20%,3%,29%
COc1ccc(C2=NN(C(=O)C(O)c3ccccc3)C(O)(C(F)(F)F)C2)cc1 (centres undefined),4%,3%,-3%,-9%,-2,16%,-22%,-4%,20%
O=c1[nH]c(N2CCOCC2)nc2ccccc12,-8%,-10%,0%,-18%,4,16%,-8%,-3%,25%

# An excerpt of these results, with two lines to a compound.
# The line under a structure holds: Tb PGK inh	Pin1 inh	GLS inhibitor	JMJD2A Tudor inh	PI4K2A block	G9a inh	Pol eta inh	BAZ2B inh	HP1b binding inh
Cc1ccn2c(=O)nc(SCC(=O)N3CCCc4ccccc43)nc2c1
    -3%	3%	-16%	-10%	-4	-18%	?	?	8%
Cc1ccc(SCC(=O)NC2CCS(=O)(=O)C2)cc1 (centres undefined)
    -7%	-1%	0%	-7%	-5	1%	3%	-8%	24%

# This is a subset (hit frequency here may not be typical).
